Screens deposited in PubChem by The Scripps Research Institute Molecular Screening Center.
KLK7 zymogen act = proKLK7 (human) activation, primary screen. purified proKLK7, EDANS-DABCYL substrate fluorescence; 100% is mature enzyme control, 0% vehicle. activation, % at 7 µM. 370,000 compounds, 0.9% hits. AID 652039;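 active = activation above the mean of all tested compounds plus 3 SD, computed per campaign excluding outliers beyond control limits, cut at about 13% in these data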
TDP2 absorb = blocks human TDP2 phosphodiesterase activity. inhibition, % at 12.8 µM. recombinant TDP2, T5PNP hydrolysis, p-nitrophenol absorbance 415 nm. AID 720702. O95551. 370,000 compounds, 0.34% hits;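 active = inhibition above the mean of all tested compounds plus 3 SD, set per campaign, cut at about 25% in these data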;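 also: 0% = DMSO with enzyme and 100% = buffer with substrate but no TDP2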
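test system = human TDP2 enzyme | input = TDP2 enzyme at 120 nM final | medium = 50 mM Tris-HCl pH 7.5 with Mg2+, KCl, DTT, BSA | also added = T5PNP substrate, 5 mM | times = 2 h at 37 °C | technique = epi absorbance | benchmarks = high control without enzyme, low control DMSO plus TDP2 | replication = each compound tested once, singlicate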
ARFGAP1 inh = inhibitors of rat ARFGAP1. Q62848. 360,000 compounds, 0.26% hits. AID 651572. inhibition, % at 16.5 µM. Arfgap1-stimulated ARF1 GTP hydrolysis, GDP FP detection;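 active = inhibition above a per-plate limit, mean inhibition of low control wells plus 3 SD, cut at about 25% in these data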;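 also: 0% = DMSO wells with enzyme and 100% = wells lacking Arfgap1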
Target sequence (Q62848 1-136 limits assumed): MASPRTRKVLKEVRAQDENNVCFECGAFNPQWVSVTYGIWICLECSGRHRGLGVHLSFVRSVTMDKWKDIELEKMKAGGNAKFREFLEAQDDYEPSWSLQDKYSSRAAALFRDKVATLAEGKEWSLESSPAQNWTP
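System: truncated rat Arfgap1 GAP domain / Benchmarks: high control wells lacking Arfgap1, low control full reaction with DMSO / Times: compound-enzyme preincubation 20 min, reaction 120 min, detection 60 min, 25 °C / Repeats: one replicate per compound / Also added: human ARF1(Δ1-17)-GTP substrate / Measured by: Tracer-displacement fluorescence polarization with EDTA stop, 620/688 nm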
ADAM10 inh = inhibitors of human ADAM10; 370,000 compounds, 0.62% hits; recombinant ADAM10, EDANS/DABCYL FRET peptide cleavage, 3 h; O14672; inhibition, % at 7 µM;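 active = inhibition above a per-campaign cutoff equal to the mean of compounds falling between control-based bounds plus 3 SD, cut at about 20% in these data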;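 also: 0% = DMSO wells while the 100% control is not disclosed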
Target sequence (O14672 214-748 limits assumed): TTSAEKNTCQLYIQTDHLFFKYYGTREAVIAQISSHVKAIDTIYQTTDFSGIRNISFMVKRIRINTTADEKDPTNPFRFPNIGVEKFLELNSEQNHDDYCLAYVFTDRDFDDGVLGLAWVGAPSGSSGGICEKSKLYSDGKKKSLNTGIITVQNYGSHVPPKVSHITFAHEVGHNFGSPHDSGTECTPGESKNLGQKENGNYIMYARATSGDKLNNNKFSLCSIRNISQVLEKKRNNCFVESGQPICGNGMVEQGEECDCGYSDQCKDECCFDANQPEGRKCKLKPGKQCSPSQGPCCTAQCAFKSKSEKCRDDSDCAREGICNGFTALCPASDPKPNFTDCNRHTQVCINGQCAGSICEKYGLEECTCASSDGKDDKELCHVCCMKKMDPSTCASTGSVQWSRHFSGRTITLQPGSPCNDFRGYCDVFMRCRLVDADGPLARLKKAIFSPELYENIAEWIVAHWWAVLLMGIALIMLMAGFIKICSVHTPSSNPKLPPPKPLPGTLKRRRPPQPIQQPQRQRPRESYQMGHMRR
LEDGF integ inh = blocks HIV-1 LEDGF/p75-dependent DNA integration. TR-FRET IN-LEDGF/p75 DNA integration, Eu/Cy5. 370,000 compounds, 0.64% hits. inhibition, % at 3.7 µM;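 active = inhibition above the screen-wide mean plus 3 SD, cut at about 13% in these data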;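 also: signal is the Cy5 over europium emission ratio at 671 and 618 nm; 0% = plate median of compound wells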
PLCg1 inh = blocks human PLC-gamma1 enzyme activity. 370,000 compounds, 0.84% hits. purified PLC-gamma1, fluorogenic substrate, fluorescence. AID 720700. P19174. inhibition, % at 12.2 µM; in the data active = inhibition above about 9.5%
ASAP1 inh = ASAP1 ArfGAP inhibition; ASAP1-stimulated ARF1 GTP hydrolysis, GDP FP detection; 360,000 compounds, 0.19% hits; Q9ULH1; inhibition, % at 16.5 µM; in the data active = inhibition above about 25%;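 also: 0% = vehicle with enzyme and substrate and 100% = no enzyme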
Target sequence (Q9ULH1 325-724 limits assumed): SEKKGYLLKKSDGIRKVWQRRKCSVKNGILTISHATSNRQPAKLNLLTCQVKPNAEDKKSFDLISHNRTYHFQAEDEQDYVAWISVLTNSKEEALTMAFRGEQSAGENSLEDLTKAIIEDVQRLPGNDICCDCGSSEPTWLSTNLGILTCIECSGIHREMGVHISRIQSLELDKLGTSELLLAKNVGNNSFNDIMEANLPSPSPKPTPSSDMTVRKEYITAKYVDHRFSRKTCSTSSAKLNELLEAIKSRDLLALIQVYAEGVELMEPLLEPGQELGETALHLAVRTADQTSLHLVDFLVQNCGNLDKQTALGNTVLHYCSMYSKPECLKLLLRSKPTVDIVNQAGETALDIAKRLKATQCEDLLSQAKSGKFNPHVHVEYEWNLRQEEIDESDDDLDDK
ADAM17 inh = inhibitors of human ADAM17 | 370,000 compounds, 0.83% hits | inhibition, % at 6.95 µM | recombinant ADAM17, EDANS/DABCYL FRET peptide cleavage;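 active = inhibition above the mean of compounds lying between control limits plus 3 SD, set per campaign, cut at about 8.5% in these data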;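 also: 0% = DMSO-only wells as the low control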
Tn6 DDE FP = inhibitors of Tn6 peptide binding to human fibrin DD(E); P02675; Fibrin DD(E) TRITC-Tn6 fluorescence polarization displacement; inhibition, % at 8.3 µM; 370,000 compounds, 0.21% hits; AID 720509;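 active = inhibition above a per-campaign cutoff: mean of compounds within control limits plus 3 SD, cut at about 15% in these data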;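 also: 0% = median of all compound wells on the plate and 100% = blocking peptide control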
Tn7 DDE FP = DD(E)-Tn7 binding inhibition, primary FP screen; P02675; FP displacement of FITC-Tn7 peptide from fibrin DD(E); 0% = median of compound wells per plate; 370,000 compounds, 0.13% hits; AID 720508; inhibition, % at 8.3 µM;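 active = inhibition above the mean of compounds falling within the control limits plus 3 SD of them, cut at about 14% in these data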;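 also: 0% = plate median of compound wells and 100% = 10 µM Aha-Tn7 peptide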
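assay system = human clot-derived fibrin DD(E) complex | quantity = Fibrin-DD(E) at 2 µM final | timing = 10 min preincubation, 3 h with tracer, room temperature | signal = fluorescence polarization | measure = percent inhibition | benchmarks = high control wells with 10 µM unlabelled Aha-Tn7 peptide (full inhibition) | replicates = singlicate testing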
Active calls of the source: *; i = inactive; & = joins results of further samples.

no.	SMILES	KLK7 zymogen act	TDP2 absorb	ARFGAP1 inh	ADAM10 inh	LEDGF integ inh	PLCg1 inh	ASAP1 inh	ADAM17 inh	Tn6 DDE FP	Tn7 DDE FP
1	Cc1ccc(S(=O)(=O)N[C@H](C(=O)OCn2nnc3ccccc3c2=O)C(C)C)cc1	-0.6	-6	7	-2	3	1	2	-4	1	-1
2	CC1(C)Cc2c(sc3nc(-c4ccccc4)n(N)c(=O)c23)CO1	-0.3	-1	10	-8	1	-4	15	-4	4	-3
3	COc1ccc(S(=O)(=O)N2CCOCC2)cc1C(=O)NCC(c1ccco1)N1CCCC1 (configuration not stated)	-0.5	-3	-8	-2	2	-2	9	-5	-1	-7
4	CS(=O)(=O)N(CC(=O)Nc1ccc2c(c1)OCO2)c1ccc2c(c1)OCO2	0.2	-5	-3	4	4	5	10	-6	-8	-1
5	CSc1nc2nc3c(cc2c(=O)n1-c1ccccc1)COC(C)(C)C3	0.4	6	-2	-29	1	-4	-3	-10	-1	-5
6	Cn1ccnc1SC(=O)N1c2ccccc2Sc2ccccc21	0.2	-2	-6	1	-3	-4	0	-1	4	0
7	CCOc1cc(C2C(C(=O)c3ccco3)=C(O)C(=O)N2Cc2ccccc2)ccc1O (configuration not stated)	-0.1	1	-5	7	0	-2	-8	2	-13	0
8	Cc1cc(Br)cn2c(Cc3ccccc3)c(-c3cccc(Br)c3)nc12	-1.9	1	-10	-11	-1	-8	9	-5	0	-3
9	CC(=O)NNC(=O)c1cc2sccc2s1	0.9	19	-3	-2	0	1	18	-1	12	-2
10	CC1(C)O[C@H]2CC(=O)OC[C@]23[C@H]2CC[C@@]4(C)[C@H](c5ccoc5)OC(=O)[C@H]5O[C@]54[C@]2(C)[C@@H](O)C[C@@H]13	0.3	-7	8	-6	-1	0	11	-1	13	-10
11	CCn1c(SCC(=O)NC2(C#N)CCCCC2)nc2ccccc2c1=O	0.4	2	1	-7	-1	-1	2	1	4	-2
12	O=C(c1ccc2c(c1)OCO2)N1CCN(c2ccccn2)CC1	-0.8	-7	3	3	-1	4	5	4	-7	-6
13	COC(=O)c1ccc(NC(=O)CN(Cc2ccc(Cl)cc2)S(C)(=O)=O)cc1	0.5	-2	13	10	-1	0	-1	-2	-6	4
14	COc1cccc(CN2CCN(CCc3ccccc3)C(CCO)C2)c1OC (configuration not stated)	-0.3	6	-4	-5	1	2	5	-1	5	-5
15	Cc1nc(SCC(=O)Nc2c(C)n(C)n(-c3ccccc3)c2=O)c2cnn(-c3ccccc3)c2n1	-0.9	-4	8	-14	4	2	2	-4	-4	-3
16	Cc1cccc(NC(=S)N2CCN(c3cc(C)ccc3C)CC2)c1	-0.6	10	-2	6	-2	-1	-4	1	6	9
17	COc1ccc(OC)c(NC(=S)N2c3ccccc3CC2C)c1 (configuration not stated)	-0.5	-8	1	7	2	-1	-8	-1	5	-3
18	COc1ccc(CCNC(=O)C(=O)NCC2OCCN2S(=O)(=O)c2ccc(Br)cc2)cc1OC (configuration not stated)	0.1	-3	-11	-15	-1	0	-2	-2	6	5
19	COc1ccc(OC)c(C(=O)CN2C(=O)C(=O)N(C3CCCC3)C2=O)c1	0.5	5	11	-8	0	0	-20	-6	-4	0
20	C=CCOC(=O)C1=C[C@@H](c2csc3ccccc23)[C@H](CCCO)[C@@H](OCC)O1	0.6	2	-4	10	1	-3	8	2	0	6
21	Cc1ccc(C(=O)Nc2ccc3c(c2)nc(CCNC(=O)c2ccco2)n3C)cc1	1.7	19	12	-2	4	-2	-12	2	-7	-6
22	CC(C)CN(C(=O)CN1CCC(C)CC1)c1c(N)n(CC(C)C)c(=O)[nH]c1=O	0.5	1	3	3	1	3	-1	1	2	0
23	COc1ccc(Cn2ccnc2SCC(=O)Nc2ccccc2)cc1	0.3	-3	-7	-13	-2	1	-1	-8	2	5
24	CC(C)c1c(C(=O)N/N=C/C2CC=CCC2)nnn1-c1nonc1N (configuration not stated)	0.9	9	6	6	-1	0	5	2	-1	-3
25	O=C(N=Nc1c(O)n(Cc2ccccc2)c2ccccc12)c1ccc(O)cc1	0.4	-9	-1	-8	3	3	6	-3	3	-1
26	O=C(Nc1ccnn1C1CCN(C(=O)c2ccc(Cl)c(F)c2)CC1)C1CCOC1 (configuration not stated)	0.6	-10	1	-12	-3	3	0	2	-5	0
27	C=CCNC(=O)COC(=O)COc1ccc(Cl)cc1C	0.0	5	4	4	0	-2	4	0	3	-6
28	CCC(C)NC(=O)CNS(=O)(=O)c1ccc(C)cc1 (configuration not stated)	-0.1	3	-1	3	-1	-3	-1	-6	-2	2
29	O=C(CCn1cccc(C(F)(F)F)c1=O)Nc1cccc(C(F)(F)F)c1	0.1	1	-5	-1	-2	-1	-8	1	2	0
30	COc1ccc(NC(=O)c2ccc(C(=O)c3ccccc3)o2)cc1	1.1	7	-10	0	0	-2	-11	-4	5	-2
31	c1cc(-c2cnc3cccnn23)c2cccnc2c1	18*	-7	3	i	-3	i	-2	-262	-7	-2
32	COc1ccc([C@@H]2CC=C(C(=O)O)[C@H](c3cccc(Cl)c3)N2S(=O)(=O)c2ccccc2C)cc1	0.3	-8	8	-13	9	0	-1	-7	-3	-4
33	Cc1cccc(C)c1OCC(=O)NNC(=O)Nc1ccc(Cl)cc1	-0.1	-4	1	2	0	0	-14	-1	-5	-4
34	CC(C)C(=O)Nc1cccc(COc2cccc(CN(Cc3ccccc3)C(=O)OC(C)(C)C)c2)c1	-1.0	-9	-2	-1	-2	1	-3	4	-5	-2
35	CC(C)N1CCN(Cc2coc3ccccc3c2=O)CC1CCO (configuration not stated)	0.0	0	12	-6	2	-3	0	-1	-3	5
36	Cc1ccc(C(=O)O)cc1NC(=O)CCc1ccccc1	0.5	-3	7	11	2	1	-12	3	0	-2
37	CC(=O)c1sc(N)nc1C	0.5&-0.5	-1&0	-7&0	-2&0	-1&-3	1&1	11&-1	3&-3	-7&-2	1&0
38	Cn1nc(C(F)(F)F)c(CNC(=O)C(C)(C)CCl)c1N1CCOCC1	0.0	11	0	2	2	1	-4	-4	-5	-2
39	c1ccc(COc2ccc(-c3cc4nc(NCCN5CCOCC5)ccn4n3)cc2)cc1	-3.6	-4	8	-63	-2	-101	9	-24	1	6
40	Cc1cc(NC(=O)CCCC(=O)N(CC(=O)NC2CCCCC2)c2ccccc2)no1	-0.9	9	-1	4	1	-1	-12	-3	6	8
41	CCc1noc(C)c1C(=O)N1CCN(S(=O)(=O)c2ccc(Cl)s2)CC1	0.2	-6	-4	2	3	5	22	1	0	-9
42	CC(C)(C)NC(=O)NC(=O)COC(=O)Cn1c(C(F)(F)F)nc2ccccc21	0.2	9	-5	-2	0	0	4	-2	6	-10
43	COc1ccc(C(=O)Nc2ccccc2NC(=O)c2ccc(OC)cc2)cc1	0.5	8	-4	3	-2	1	-5	-1	-5	6
44	CC(C)n1nc(C(=O)OCC(=O)NCCc2ccc(S(N)(=O)=O)cc2)c2ccccc2c1=O	-0.2	7	-1	-1	-3	4	0	-2	4	7
45	O=c1c2ccccc2ncn1CCCCOc1ccc(Br)cc1	0.1	-5	-15	0	-3	2	1	-1	3	-1
46	COc1ccc(O)c(C(=O)c2cc(C#N)c(=O)n(-c3ccc(Cl)cc3)c2)c1	3.0	3	1	-28	-1	-5	1	-11	-5	1
47	Cc1sc2ccccc2c1CNC[C@H]1O[C@@H](n2ccc(N)nc2=O)[C@H](O)[C@@H]1O	-0.3	4	3	-1	2	5	-1	-2	-2	4
48	Cc1cc(=O)n2[nH]c(NCc3c(F)cccc3Cl)nc2n1	0.6	-5	-4	-3	-5	-2	19	-1	-3	-5
49	Cc1cccc(NS(=O)(=O)c2c(C)noc2C)c1	-0.6	-8	2	0	6	0	-6	0	-1	-3
50	NC(=O)CN1C(=O)C(O)(CC(=O)/C=C\C=C\c2ccccc2)c2ccccc21 (configuration not stated)	0.2	2	13	-10	-2	2	2	-3	-1	-2
51	CSc1ccccc1NC(=O)COC(=O)CCC(=O)c1ccc(F)cc1	0.2	6	4	-11	2	-4	-12	-6	1	2
52	OCC[C@@H]1C[C@H](O)[C@@H](O)[C@@]2(Cc3ccccc3CO2)O1	0.2	10	0	9	3	3	-4	-2	-1	-5
53	CCN(CC)C(=O)CSc1nc2ncc(Br)cc2[nH]1	-0.5	-22	21	-6	1	8	17	-5	-2	3
54	Cn1c(=O)n(Cc2ccc(Cl)cc2)c2ccccc21	-0.1	3	0	1	1	0	1	-3	-7	5
55	COCCNC(=O)C(c1cccs1)N(CCc1ccccc1)C(=O)Cn1nnc2ccccc21 (configuration not stated)	0.5	-9	-2	8	-2	1	11	-1	4	-6
56	O=C1C(NS(=O)(=O)c2ccc(Cl)cc2)=C(N2CCCCC2)C(=O)c2ccccc21	-0.1	1	-6	-5	1	-3	7	1	-1	-5
57	CCCOC(=O)Nc1ccc(C(N)=O)cc1	-0.2	-3	14	7	-1	2	-6	-4	7	2
58	COCCN(CCOC)S(=O)(=O)c1ccc(C(=O)Nc2nc(-c3ccncc3)cs2)cc1	-1.5	2	-2	-8	-4	-5	5	-4	3	1
59	CC(C)=CCN1CCN(Cc2ccc3nsnc3c2)CC1CCO (configuration not stated)	0.1	2	-12	5	2	3	-6	0	-1	1
60	CC(=O)Nc1ccc(S(=O)(=O)N(C)CC(=O)N/N=C/c2cccs2)cc1	-0.4	6	-7	6	4	4	-3	1	-6	-3

4 neighbouring compounds from above, quoted:
no.	SMILES	KLK7 zymogen act	TDP2 absorb	ARFGAP1 inh	ADAM10 inh	LEDGF integ inh	PLCg1 inh	ASAP1 inh	ADAM17 inh	Tn6 DDE FP	Tn7 DDE FP
57	CCCOC(=O)Nc1ccc(C(N)=O)cc1	-0.2	-3	14	7	-1	2	-6	-4	7	2
58	COCCN(CCOC)S(=O)(=O)c1ccc(C(=O)Nc2nc(-c3ccncc3)cs2)cc1	-1.5	2	-2	-8	-4	-5	5	-4	3	1
59	CC(C)=CCN1CCN(Cc2ccc3nsnc3c2)CC1CCO (configuration not stated)	0.1	2	-12	5	2	3	-6	0	-1	1
60	CC(=O)Nc1ccc(S(=O)(=O)N(C)CC(=O)N/N=C/c2cccs2)cc1	-0.4	6	-7	6	4	4	-3	1	-6	-3
